Compound activity (PubChem)
Rat MKP-3 inhibitors – MKP-3 phosphatase inhibitors, primary screen, biochemical, rat enzyme, in vitro (AID 425); recombinant MKP-3 phosphatase activity, fluorescence; higher % means a stronger effect; inhibition, % at 20 µM, or IC50 in µM where a hit was titrated; 110,000 tested, 0.17% active; in the data active = inhibition above about 50%;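 note: plate controls were vehicle for no effect and reference inhibitor for full effect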
Hsp70 displacement – Hsp70 inhibitors, probe displacement, primary screen, biochemical, fluorescence polarization (AID 583); Hsp70 fluorescence polarization probe displacement, mP; higher % means a stronger effect; one-dose displacement, % at 20 µM; IC50 in µM for titrated hits; 140,000 tested, 0.06% active; in the data active = displacement above about 50%;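 note: plate controls were vehicle for no effect and reference ligand for full effect; a part of the inactive calls stands beside numbers as strong as those of hits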
* marks the source's active call; other numbers are inactive results; / = not tested or not shown; & = joins results of further samples.

SMILES	Rat MKP-3 inhibitors	Hsp70 displacement
CCOc1ccc(N2C(=O)/C(=C/c3ccc(-c4ccc([N+](=O)[O-])cc4OC)o3)C(=O)NC2=S)cc1	2.9%	-1.0%
O=C(COc1ccccc1)Nc1ncccn1	/	0.4%
CCOC(=O)c1ccc(N=Cc2nc(-c3ccccc3)oc2O)cc1	3.4%	11.4%
CCc1cccc(Nc2cc(C)nc3ncnn23)c1	-7.5%	-2.7%
NC(=O)CN(c1ccccc1)C1SC(=O)N(Cc2ccccc2)C1=O (stereo not drawn)	-9.3%	-5.9%
Cc1c(OCc2ccc(Cl)cc2)ccc2c3c(c(=O)oc12)CCC3	4.6%	-2.7%
CC(=O)Oc1cc2c(C(=O)NCCCN3CCOCC3)c(C)oc2c2ccccc12	4.1%	-0.6%
CC(NC(=O)C(c1ccccc1)c1ccccc1)C(=O)O (stereo not drawn)	-1.4%	-2.6%
CCn1c2ccccc2c2nnc(SCC(N)=O)nc21	0.0%	-1.6%&-3.0%
Oc1c(N=Nc2cccc(Br)c2)sc2ccccc12	0.1%	-7.8%
Cc1cccc(N2CCN(C(=O)C3C4CCC(O4)C3C(=O)O)CC2)c1C (stereo not drawn)	-4.5%	1.5%
CC(=O)c1ccc(NCCC(=O)c2ccccc2)cc1	1.6%	0.9%
O=C1/C(=C\c2ccccc2OS(=O)(=O)c2ccccc2[N+](=O)[O-])SC(=S)N1c1ccccc1	-0.5%	-2.7%
O=C(NCCc1c[nH]c2ccccc12)C1Cc2ccccc2CN1C(=O)c1ccco1 (stereo not drawn)	-22.5%	-0.5%
CCC(C)(C)NC(=O)CN(C(=O)CNS(=O)(=O)c1ccc(C)cc1)c1ccc2c(c1)OCCO2	-9.7%	-1.9%

Already shown: entries from further up.
SMILES	Rat MKP-3 inhibitors	Hsp70 displacement
O=C1/C(=C\c2ccccc2OS(=O)(=O)c2ccccc2[N+](=O)[O-])SC(=S)N1c1ccccc1	-0.5%	-2.7%
O=C(NCCc1c[nH]c2ccccc12)C1Cc2ccccc2CN1C(=O)c1ccco1 (stereo not drawn)	-22.5%	-0.5%
CCC(C)(C)NC(=O)CN(C(=O)CNS(=O)(=O)c1ccc(C)cc1)c1ccc2c(c1)OCCO2	-9.7%	-1.9%

Some of the entries so far, with values ahead of the structure.
Rat MKP-3 inhibitors	Hsp70 displacement	compound
4.6%	-2.7%	Cc1c(OCc2ccc(Cl)cc2)ccc2c3c(c(=O)oc12)CCC3
-9.3%	-5.9%	NC(=O)CN(c1ccccc1)C1SC(=O)N(Cc2ccccc2)C1=O (stereo not drawn)
0.0%	-1.6%&-3.0%	CCn1c2ccccc2c2nnc(SCC(N)=O)nc21
-7.5%	-2.7%	CCc1cccc(Nc2cc(C)nc3ncnn23)c1
-22.5%	-0.5%	O=C(NCCc1c[nH]c2ccccc12)C1Cc2ccccc2CN1C(=O)c1ccco1 (stereo not drawn)
0.1%	-7.8%	Oc1c(N=Nc2cccc(Br)c2)sc2ccccc12
-1.4%	-2.6%	CC(NC(=O)C(c1ccccc1)c1ccccc1)C(=O)O (stereo not drawn)

Continued.
SMILES	Rat MKP-3 inhibitors	Hsp70 displacement
CN(C)CCCNc1c2c(c(C#N)c3nc4ccccc4n13)CCC2	-1.7%	3.6%
COc1ccccc1NC(=O)c1[nH]c(C)c(C(C)=O)c1C	-15.2%	-3.3%
CNS(=O)(=O)c1cc(O)c2c(S(=O)(=O)NC)cccc2c1	6.0%	2.1%
O=C1C(Cl)=C(N2CCCCCC2)C(=O)N1c1ccccc1	-8.1%	-3.3%
CCc1ccc(NC(=O)CSc2nc3sc4c(c3c(=O)n2-c2ccccc2)CCCC4)cc1	4.7%	0.5%
CCN(CC)c1nc(N)nc(NS(=O)(=O)c2ccc(Cl)cc2)n1	-6.3%&-2.1%	9.4%&-1.5%
COCCCNC(=O)CN(c1ccc(Br)cc1)S(C)(=O)=O	-0.8%	3.3%
CCC(=O)Nc1ccc(S(=O)(=O)NCCc2ccccc2)cc1	/	-3.0%
CC1CCCCN1S(=O)(=O)c1ccc(C(=O)Nc2nnc(-c3cccs3)o2)cc1 (stereo not drawn)	-11.5%	-1.5%
Nn1cc(-c2ccccc2)nc1SCC(=O)N1CCN(S(=O)(=O)c2ccc(Cl)cc2)CC1	3.3%	-0.6%
O=c1c(-c2cc3ccccc3o2)[n+]([O-])c2ccccc2n1OCc1ccccn1	/	8.8%
Cc1nc(NCC2CCCO2)nc2c1C(=O)CC(C)C2 (stereo not drawn)	-6.1%	3.1%
NC(=O)c1ccsc1NC(=O)CSc1ccccc1F	0.1%	-4.2%
COc1cc(/C=C2\C=C(c3ccc(Br)cc3)OC2=O)c([N+](=O)[O-])cc1OC	2.8%	-6.1%
CCC(CC)C(=O)NCCc1cc2c(C)ccc(C)c2[nH]c1=O	-8.3%	-3.6%
CCc1nc2oc3ccccc3c(=O)c2c(=O)n1Cc1ccc(OC)cc1	5.0%	2.8%
O=C(NC1(C(F)(F)F)C(=O)Nc2c1c(=O)[nH]c(=O)n2Cc1ccco1)C1CCCCC1 (stereo not drawn)	-8.8%	1.7%
CCc1ccccc1NS(=O)(=O)c1cccs1	-3.9%	5.1%
COC(=O)C1C(=O)C2=C(CC1C)NC(=O)CC2c1cccc(C)c1 (stereo not drawn)	7.0%	-0.2%
CCc1ccc(-c2nnn(Cc3nc4ccccc4s3)n2)cc1	-1.7%	-1.1%
COc1cccc(-c2nc(CS(=O)CC(=O)NC3CCCC3)c(C)o2)c1 (stereo not drawn)	-6.2%	-0.9%
Cc1c(-c2nc(N)nc(Nc3ccccc3F)n2)oc2ccccc12	0.5%	1.1%
CCN1CCCC1Cn1cnc2c([nH]c3ccc(C)cc32)c1=O (stereo not drawn)	0.4%	-1.5%
Nn1c(SC/C=C/c2ccccc2)nnc1-c1ccco1	-7.6%	-0.1%
O=C(/C=C\c1ccco1)Oc1ccc(/C=N\NC(=O)c2cncc(Br)c2)cc1	4.6%	2.8%
C=CCOn1c(=O)c(-c2ccc(OC)c(OC)c2)[n+]([O-])c2ccccc21	/	9.3%
O=c1cc(N2CCOCC2)c2ccccc2o1	-0.1%	-0.2%&5.2%
CNC(=O)CN(c1ccc(OC)cc1)S(=O)(=O)c1ccc(F)cc1	-6.7%	3.7%
COc1ccc(NC(=O)C2CCCN(CCCc3ccccc3)C2)cc1OCC(C)C (stereo not drawn)	7.8%	2.5%
COc1ccc(S(=O)(=O)N(C)CC(=O)Nc2ccccc2SC)cc1Cl	-6.7%	1.6%
COc1ccc2cc(C(c3nnnn3C(C)(C)C)N3CCSCC3)c(=O)[nH]c2c1 (stereo not drawn)	-4.7%	-3.9%
Cc1ccc(NC(=O)Cn2c(=O)n(Cc3ccco3)c(=N)c3c4c(sc32)COC(C)(C)C4)cc1	7.9%	1.8%
O=C(NCc1ccco1)c1nc2nc(-c3cccs3)cc(C(F)(F)F)n2n1	-1.2%	8.3%
COc1ccc(Cn2c(=O)oc3ccc(C)cc32)cc1OC	-8.1%	0.6%
Cc1cc(NC(=O)CSc2nc(-c3cccnc3)ccc2C#N)no1	-2.9%	5.4%
CCn1c(Cc2ccccc2)nnc1SCC(=O)NC(C)(C)C	-4.9%	-1.4%
CC(NC(=O)C(=O)Nc1cccc(C(F)(F)F)c1)c1ccccc1 (stereo not drawn)	-1.5%	2.7%
CCOc1ccc(NC(=O)c2cccc3c2C(=O)N(CCOC)C3)cc1	/	-2.4%
CC(/C=C/c1ccco1)=N\NC(=O)c1cccc(F)c1	1.7%	-3.1%
Cc1ccc(NC2=NC3(CCCCC3)N=C(N)N2)cc1	1.8%	-5.8%
Cc1cc[n+](-c2nc([O-])sc2/C=N/Nc2ccc([N+](=O)[O-])cc2)cc1	/	18.8%
Cc1n[nH]c(C)c1Sc1ccccc1N=Cc1ccc(C(C)C)cc1	-0.5%	0.2%
Cc1cc(O)cc2c(=O)c3ccccc3sc12	2.6%	-4.5%
CC(C(=O)N1CC2(C)CC1CC(C)(C)C2)N1C(=O)c2ccccc2C1=O (stereo not drawn)	-5.4%	4.2%
c1cncc(-c2nnc(SCCSc3nnc(-c4cccnc4)o3)o2)c1	2.1%	1.2%
O=C(N1CCCCCC1)N1CCN(S(=O)(=O)N2CCOCC2)CC1	-9.5%	2.2%
COc1cc(NS(=O)(=O)c2ccc(NC(=O)c3ccc4ccccc4c3)cc2)nc(OC)n1	3.4%	2.1%
O=C/C(=C\Nc1ccc(Cl)cn1)c1nc2ccccc2o1	/	-4.4%
CC1CCCc2sc3nc(NCc4ccco4)n4ncnc4c3c21 (stereo not drawn)	1.3%	0.2%
Cc1cccc(C)c1NC(=O)C1(N(Cc2ccco2)C(=O)CC2NC(=O)NC2=O)CCCCC1 (stereo not drawn)	-6.4%	-5.7%
O=c1[nH]c2cc3c(cc2cc1C(c1nnnn1Cc1ccccc1)N1CCCc2ccccc21)OCO3 (stereo not drawn)	8.6%	1.2%
Cc1ccc2[nH]c3c(c2c1)CN(C(=O)CN1CCN(c2cccc(C)c2C)CC1)CC3	7.9%	14.9%
NS(=O)(=O)c1cccn1-c1ncc(C(F)(F)F)cc1Cl	/	4.9%
N#C/C(=C\c1cccs1)c1nc2ccccc2s1	1.6%	-2.1%
COc1ccc(OC)c(NC(=O)CCN2CC(C)OC(C)C2)c1 (stereo not drawn)	-12.6%	0.6%
COc1ccccc1CNC(=O)C1COc2ccccc2O1 (stereo not drawn)	-8.9%	-1.4%
CCC(=O)N1C(=O)CCN(C(C)=O)c2ccccc21	-0.6%	-0.8%
COc1ccc2c(c1)c(=O)oc1cc(OCC(=O)NC3CC3)ccc12	-0.6%	6.0%
COc1ccc(Nc2nc(N)nc(CN3CCOCC3)n2)cc1	-0.5%	3.3%
COC(=O)c1c(C)oc2ccc(OC(=O)c3ccccc3)cc12	5.5%	-4.4%
Further entries:
SMILES	Rat MKP-3 inhibitors	Hsp70 displacement
Cc1[nH]c2ccccc2c(=O)c1SC(F)(F)C(F)C(F)(F)F (stereo not drawn)	/	5.2%
COCCN(C(C)=O)c1nnc(-c2ccccn2)s1	-17.8%	5.0%
C#CCOc1c(Cl)cc(/C=C2\C(=O)NC(=O)N(c3ccc(C)cc3)C2=O)cc1OCC	-0.5%	-6.7%
Cc1sc(NC(=O)CCC2CCCCC2)nc1-c1ccccc1	1.3%	1.3%
CCN1C(=O)CSc2ccc(C(=O)NCc3ccco3)cc21	9.1%	1.8%
COc1ccc(NC(=O)C(NC(=O)c2ccccc2)C23CC4CC(CC(C4)C2)C3)cc1 (stereo not drawn)	5.5%	1.0%
Cc1ccc(OCCN2CCN(C(=O)CCC(=O)Nc3nnc(C(C)C)s3)CC2)cc1	11.0%	-6.2%
O=C(Cc1ccc([N+](=O)[O-])cc1)N/N=C/c1ccccn1	-0.6%	-0.8%
O=C(c1cc2n(n1)C(C(F)(F)F)CC(c1cccs1)N2)N1CCCC1 (stereo not drawn)	-2.8%	-2.4%
Cc1nn(Cc2ccccc2)c(C)c1CCC(=O)O	-7.8%	5.5%
CCCC(=O)N(c1ccc(OC)cc1)C1C=CS(=O)(=O)C1 (stereo not drawn)	-0.3%	-3.8%
CCCCNC(=O)C1CC(=O)N(CCC(C)C)C1 (stereo not drawn)	-0.6%	-3.6%
O=C(CCC(=O)N1CCN(Cc2ccccc2)CC1)N1CCOCC1	-1.6%	-4.6%
NS(=O)(=O)c1ccc(NC(=O)CCc2ccccc2)cc1	-10.9%	1.7%
Cc1ccccc1CNC(=O)c1ccc(N(C)S(=O)(=O)c2ccccc2)cc1	2.7%	3.7%
CCn1c(SC(C)C)nnc1-c1c[nH]c2ccccc12	5.7%	3.5%
O=C(Nc1cccnc1)C(Cc1ccccc1)n1cccc1 (stereo not drawn)	-2.9%	-4.1%
O=C(Nc1ccccc1-c1nc2ccccc2s1)c1ccc(Br)o1	/	-3.5%
S=C1NCCc2ccc(Cl)cc2C1c1ccccc1 (stereo not drawn)	/	0.1%
CC(Nc1nc(-c2ccccc2O)nc2ccccc12)c1ccccc1 (stereo not drawn)	9.8%	-1.2%
O=C(COc1ccccc1)NCCn1ccc2ccccc21	/	10.1%
COc1ccc(CCNC(=O)C2CCN(Cc3nc(-c4ccccc4F)oc3C)CC2)cc1OC	2.0%	-2.8%
O=C(NCc1cccs1)C1CCN(S(=O)(=O)N2CCCC2)CC1	3.1%	-4.6%
Cc1cc(Cl)ccc1OCCCC(=O)N1CCOCC1	-4.5%	-0.8%
O=C(N/N=C\c1ccc([N+](=O)[O-])o1)c1nc(-c2ccccc2)cc(-c2ccccc2)n1	12.1%	5.4%
COc1cccc(C2C(C(C)=O)=C(O)C(=O)N2Cc2ccco2)c1 (stereo not drawn)	/	-0.8%
CCOC(=O)NC(=O)CSc1nnnn1-c1ccccc1	-10.4%	-3.2%
c1ccc(-c2cnc(CSc3nnc4ccccn34)o2)cc1	-4.3%	-2.8%
O=C1C2C3C=CC(O3)C2C(=O)N1c1cc(C(F)(F)F)ccc1Cl (stereo not drawn)	0.1%	-2.6%
Cc1ccc(-c2nc(C(=O)NC3CCCCCC3)no2)cc1	-6.5%	4.3%
N#Cc1cc(-c2ccccc2)nnc1Sc1ccc(Cl)cc1	/	1.5%
COc1cccc(C(=O)N2CCN(CCCc3ccccc3)CC2)c1OC	3.6%&2.6%	-2.2%&0.3%
Cc1nc(Nc2ccc3c(c2)OCCO3)c2oc3ccccc3c2n1	0.0%	7.0%
CCOC(=O)COC(=O)c1ccc(O)cc1	-0.3%	/
Cc1cccc(NC(=S)N2N=CCC2c2ccccc2)c1 (stereo not drawn)	/	-0.6%
Cc1cccc(-c2nnc(-c3ccccc3)o2)c1	-2.9%	-1.6%
CCc1cc(C(=O)N=Nc2c(O)[nH]c3ccccc23)c2ccccc2n1	2.2%	5.4%
O=c1nc(-c2ccccc2)c2ccccc2[nH]1	-3.9%	-4.9%
O=C(/C=C/c1ccccc1)NC(=S)Nc1ccc(NC(=O)c2ccco2)c(Cl)c1	3.1%	2.9%

A portion of the library (hit frequency here may not be typical).
